ALOX15B inhib – inhibitors of human 15-lipoxygenase 2 (ALOX15B); Potency, µM (highest dose often 57.1 µM), inactives show top-dose activity change, negative = inhibition, actives largely listed as inhibitors; purified 15hLO-2, xylenol orange hydroperoxide absorbance; actives 0.56% (n = 110,000); AID 881; also: potency is read from the fitted curve at half-maximal effect; nearly all actives have a fitted effect of over 60% in size; many of its hits are not listed in these tables
Target sequence (O15296 whole entry, looked up): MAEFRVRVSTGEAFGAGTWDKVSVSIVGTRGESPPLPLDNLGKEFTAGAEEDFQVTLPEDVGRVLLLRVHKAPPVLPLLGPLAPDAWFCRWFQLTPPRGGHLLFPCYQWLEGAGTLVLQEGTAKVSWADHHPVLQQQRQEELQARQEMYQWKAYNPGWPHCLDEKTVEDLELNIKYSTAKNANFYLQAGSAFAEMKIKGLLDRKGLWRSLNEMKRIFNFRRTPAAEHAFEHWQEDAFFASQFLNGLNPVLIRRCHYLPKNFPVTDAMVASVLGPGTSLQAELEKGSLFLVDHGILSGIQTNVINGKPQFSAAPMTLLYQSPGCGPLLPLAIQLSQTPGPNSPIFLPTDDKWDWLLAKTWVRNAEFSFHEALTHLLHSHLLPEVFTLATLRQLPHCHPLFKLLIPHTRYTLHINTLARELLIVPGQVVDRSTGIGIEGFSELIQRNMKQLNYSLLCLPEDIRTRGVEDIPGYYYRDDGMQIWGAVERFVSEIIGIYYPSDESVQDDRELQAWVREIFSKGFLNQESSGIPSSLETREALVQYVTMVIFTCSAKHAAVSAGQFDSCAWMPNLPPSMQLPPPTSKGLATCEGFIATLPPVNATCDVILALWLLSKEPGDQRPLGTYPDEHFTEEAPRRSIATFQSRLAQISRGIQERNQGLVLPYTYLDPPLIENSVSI
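Purified human 15hLO-2 (50 nM final) preincubated with compounds 15 min at room temperature in 25 mM Hepes pH 7.5, 0.01% Triton X-100, then 45 uM arachidonic acid added for 90 min; hydroperoxide detected via ferrous/xylenol orange, 573/405 nm absorbance ratio.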
IMPase cell inh – IMPase inhibition in cells; P97697; 120,000 tested, under 10 active; CHO-M1 cells, IP1 accumulation, HTRF TR-FRET ratio; inhibition (IP1 accumulation), % at 46.1 µM; active = well fitted curve in the direction sought with a large enough effect in the signal ratio, not every such curve was filed as active; inconclusive = small, poorly fitted or top-dose-only effect, or a change in a side signal; inactive = no such curve, though single readings can be large or run the other way; the % refers to the signal ratio;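 also: cells stimulated with carbachol in lithium chloride buffer; plate controls were DMSO basal wells for no effect and reference inhibitor wells for full effect; higher means more IMPase inhibition seen as more IP1 and lower FRET ratio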
Target sequence (P97697 whole entry, looked up): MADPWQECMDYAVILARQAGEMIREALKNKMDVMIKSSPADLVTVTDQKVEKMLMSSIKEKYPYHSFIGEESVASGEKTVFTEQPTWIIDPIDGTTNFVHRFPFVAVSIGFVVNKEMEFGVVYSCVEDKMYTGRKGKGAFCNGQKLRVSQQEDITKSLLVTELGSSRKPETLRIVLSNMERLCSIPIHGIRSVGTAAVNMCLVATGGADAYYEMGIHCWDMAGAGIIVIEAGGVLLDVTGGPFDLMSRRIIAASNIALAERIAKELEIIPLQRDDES
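In this qHTS, compounds (final up to 46 uM) act on CHO-M1 cells that are then activated through the M1 receptor with carbachol, in pH 7.4 buffer containing 50 mM LiCl, for 30 min. IP1 accumulation is quantified by the IP-One immunoassay.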
PNC assembly inh – blocks assembly of the perinucleolar compartment; PC3M PTB-GFP, PNC prevalence imaging, 16 h; active compounds read low; activity change (PNC), negative = inhibition, % at 10 µM; actives 3.1% (n = 140,000); AID 2417;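 active = readout at or below -70, meaning at least 70% loss of cells showing the perinucleolar compartment, a nuclear body marking cancer cells; inconclusive = readout between -30 and a set limit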;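 also: plate controls were DMSO wells for no effect and camptothecin positive control wells for full effect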
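Compounds are pinned in duplicate onto adhered PC3M cells stably expressing GFP-tagged PTB and incubated 16 h at 37 C. Cells are then fixed, nuclei stained with Hoechst, and PNC-positive cells counted.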
ALOX12 inhib – blocks human 12-lipoxygenase activity | purified 12-hLO, xylenol orange hydroperoxide absorbance | Potency, µM (doses to about 57.1 µM), without a hit: top-dose activity change, negative = inhibition, most hits filed as inhibitors | actives 0.12% (n = 150,000); also: potency is read from the fitted curve at half-maximal effect; nearly all actives have a fitted effect of over 55% in size; many of its hits are not listed in these tables
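Hydroperoxide formation by human 12-lipoxygenase from 40 uM arachidonic acid was followed colorimetrically via ferric-xylenol orange complex, using the 573/405 nm absorbance ratio. Enzyme concentration was 150 nM, with 30 min reaction at room temperature.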
The depositor's hits bear a star; ? = inconclusive; . = not tested or not shown; [ ] = another dose, or the depositor's remark. Unless noted, calls follow the shape of the dose curve; as a rule, active = well fitted curve in the direction sought with a large enough effect; inconclusive = small, poorly fitted or top-dose-only effect, or another doubt; inactive = no such curve, though single readings can be large; an effect the other way counts as inactive or inconclusive. Unless noted, % is scaled to controls: 0 for no effect and ±100 for the full control effect. Hits appear at their usual frequency. Share with any hit: about 3.1%.

ALOX15B inhib	IMPase cell inh	PNC assembly inh	ALOX12 inhib	structure
-30%	8	1	-4%	CCOC(=O)N1CCN(C(=O)CCn2c(=S)[nH]c3cc(OCC)c(OCC)cc3c2=O)CC1
6%	-13	6	-1%	O=C(OCc1c(Cl)nc2sccn12)c1cc2c(s1)CCCC2
.	.	-8	-3%	NC(=O)CCC(NS(=O)(=O)c1ccc(Cl)cc1)C(=O)NCc1ccccc1Cl (stereo unspecified)
-1%	3	-21	-3%	Cn1c(=NC(=O)c2cnccn2)sc2ccccc21
12%	.	.	-28%	Cc1cccc(CNc2ccnc(-c3ccoc3)n2)c1
26%	1	45	-8%	Nc1c(C(=O)NCc2ccc3c(c2)OCO3)c2nc3ccccc3nc2n1CCCN1CCOCC1
-5%	6	74	4%	COC(=O)CSc1nc(C)cc(C(F)(F)F)c1C#N
-1%	8	?	-4%	COc1cc(OC)cc(OCC(O)Cn2ccnc2C)c1 (stereo unspecified)
-2%	-3	?	-22%	COCC(=O)n1nc(-c2ccc(Cl)cc2)nc1NCc1ccc(F)cc1
-17%	-3	-89*	5%	CCN1C(=O)/C(=C/N2CC(C)CC(C)C2)SC1=S (stereo unspecified)
2%[2.29 µM]	0	-2	-5%	Cc1ccc(NCc2nnc(SCC(N)=O)n2CCc2ccccc2)cc1
-7%	10	?	-6%	CCOC(=O)N1CCC(c2nc(C)sc2C(=O)O)CC1
3%[2.29 µM]	8	?	32%	COc1ccc(S(=O)(=O)N2CCOCC2)cc1C(=O)Nc1ccon1
.	.	36	2%	Cc1nnc(N2CCOCC2)c2nn(-c3ccccc3)c(C)c12
5%	11	?	-8%	O=C(Nc1ccc2c(c1)OCCO2)NC12CC3CC(CC(C3)C1)C2

Compound profiles, from the list above. Values in the order: ALOX15B inhib	IMPase cell inh	PNC assembly inh	ALOX12 inhib
CCOC(=O)N1CCC(c2nc(C)sc2C(=O)O)CC1 is entered as -7%	10	?	-6%
Cc1nnc(N2CCOCC2)c2nn(-c3ccccc3)c(C)c12 is entered as .	.	36	2%

(cont.)
ALOX15B inhib	IMPase cell inh	PNC assembly inh	ALOX12 inhib	structure
7%	-8	4	1%	O=C(Nc1ccccc1-c1nnn(CC(=O)N2CCc3ccccc3C2)n1)C1CCC1
12%	21	92	-14%	NC(=O)CNC(=O)[C@@H]1CC2(CC(c3ccc(Cl)cc3)=NO2)CN1C(=O)c1ccc(Br)cc1 (stereo partly specified)
-5%	1	18	-2%	COC(=O)CSc1nc(N)nc(C)c1Br
13%	-28	20	-3%	Cc1cc2n(n1)C(c1cn(-c3ccccc3)nc1C)Nc1ccccc1-2 (stereo unspecified)
.	1	3	-3%	O=[N+]([O-])c1cc(C(F)(F)F)ccc1Sc1ccccn1
37%[activator]	10	20	3%	Cn1c(C(=O)NCCN2CCc3ccccc3C2)cc2c(=O)n(C)c3ccccc3c21
-8%	?	37	-3%	CCCCOc1cccc(C2(C(=O)O)CCCC2)c1
.	-7	?	1%	Cc1ccc(CNC(=O)Cn2c(=O)c3sccc3n(Cc3ccc([N+](=O)[O-])cc3)c2=O)cc1
.	.	-1	-2%	Cc1c(-c2ccccc2)[n+](=O)c2c(n1[O-])CCCCC2
.	.	0	-1%	Cc1cccc(-n2c(=S)[nH]c3c(oc4ccccc43)c2=O)c1
.	.	-114*	-4%	Cc1cc(C(=O)N/N=C/c2cccnc2)cs1
0%	1	21	3%	CNC(=S)NNC(=O)c1sccc1OCc1ccc(Cl)cc1Cl
.	2	72	-4%	Cc1ccccc1-c1nc(CS(=O)(=O)CC(=O)NCCCN2CCCC2=O)c(C)o1
-7%	-2	7	7%	O=C(C1CCCN(Cc2cccc(F)c2)C1)N1CCCCC1 (stereo unspecified)
0%	6	7	13%	Cn1nc(CC(=O)NCCN2C(=O)CSC2=O)c2ccccc2c1=O
.	.	?	0%	Cc1ccc(S(=O)(=O)N2CCOCC2)cc1C(=O)NC(=S)N(Cc1ccccc1)C(C)C
.	.	-4	-1%	COc1ccc(S(=O)(=O)N2CCCCCC2)cc1NC(=O)Cc1cc(OC)c(OC)c(OC)c1
-10%	28	-26	-4%	CCN(CC)S(=O)(=O)c1ccc2oc(C(=O)NC(C)C)c(C)c2c1
1%	3	?	-1%	CCC(=O)N1CCc2cc(S(=O)(=O)CCC(=O)Nc3ccc(CC)cc3)ccc21
.	20	-29	1%	CC(C)C(O)(C#CCN1CCCCC1)C(C)C
-9%	1	75	6%	Cc1ccccc1C(=O)Nc1ccc(C(=O)NNC(=O)CCCOc2ccc(Cl)cc2Cl)cc1
28%	.	.	1%	CS(=O)(=O)N1CCC2(CC1)CN(C(=O)Nc1ccccc1)C2
-11%	-3	?	-14%	O=Nc1c(O)n(Cc2cccc(Cl)c2)c2ccccc12
.	3	26	0%	O=C(COc1cccc2c1CCN(Cc1ccc(Br)cc1)C2=O)NCc1ccco1
.	-10	?	0%	Cc1ccc2oc(=O)c3cnn(CC(=O)NCCN(C)C)c3c2c1
3%	-7	9	1%	O=S1(=O)CCC(NS(=O)(=O)/C=C/c2ccccc2)C1 (stereo unspecified)
.	-1	?	-1%	Cc1ccc(-n2c(SCC(=O)Nc3cccc(C)c3)nc3c(oc4ccccc43)c2=O)cc1
3%	6	33	5%	Cc1nc(N2CCOCC2)nc(N2CCN(c3ccccc3)CC2)c1[N+](=O)[O-]
5%	-2	-16	-12%	Cc1oc(C(=O)O)cc1COc1cccc2cccnc12
16%[2.29 µM]	-4	-27	-2%	Cc1nc(/N=C\N(C)C)sc1C(=O)Nc1ccccc1
-6%[11.4 µM]	5[1.84 µM]	-92*	9%	Cc1ccc(-c2cc(C(=O)N/N=C/c3c(C)nn(-c4ccccc4)c3C)[nH]n2)cc1
-7%	5	?	10%	COc1ccccc1N1CCN(C(=O)c2cc(-c3ccco3)on2)CC1
6%	2	28	-2%	CC(C)c1ccc2c(c1)C(c1ccc(N3CCOCC3)cc1)=NNC(c1cccs1)=N2
-13%	-4	39	-3%	O=C(Oc1cccnc1)c1cc(S(=O)(=O)N2CCCCC2)ccc1Cl
-17%	1	-21	-9%	COc1ccc(CN2CCN(C(=O)c3cccnc3)CC2)cc1Br
.	.	-20	-5%	COC(=O)C1=NN(c2cccc(C)c2)C2C(=O)N(c3ccccc3OC)C(=O)C12 (stereo unspecified)
-6%	-8	10	-7%	CSc1ncccc1-c1nc2ccccc2[nH]1
.	-4	?	-9%	Cc1cccc2cc(CN(Cc3cccs3)C(=S)NCC3CCCO3)c(=O)[nH]c12 (stereo unspecified)
-3%	11	25	-6%	Cc1ccc(C(C(=O)NC2CCCCC2)N(CCC(C)C)C(=O)CNC(=O)c2ccco2)o1 (stereo unspecified)
-22%	-2	1	-11%	CCC1(C)N(O)C(C)(C)C(c2ccc(OC)cc2)=[N+]1[O-] (stereo unspecified)
-4%	?	19	-1%	Cc1ccc2c(CC(=O)O)coc2c1
.	-2	40	-1%	CCn1cc(C(=O)C(F)(F)F)c2ccccc21
.	5	34	-4%	CCCN1CNC(=S)N(Cc2ccccc2)C1
9%	-1	30	-3%	COc1ccccc1-n1cnc2cc(C(=O)NCCCN3CCOCC3)ccc21
12%	-4	?	0%	FC(F)(F)c1cc(-c2ccco2)nc(N2CCN(c3ccccc3)CC2)n1

Some of these compounds in order of their number in ALOX15B inhib, ascending:
| Molecule | ALOX15B inhib | IMPase cell inh | PNC assembly inh | ALOX12 inhib |
| --- | --- | --- | --- | --- |
| O=Nc1c(O)n(Cc2cccc(Cl)c2)c2ccccc12 | -11% | -3 | ? | -14% |
| CC(C)c1ccc2c(c1)C(c1ccc(N3CCOCC3)cc1)=NNC(c1cccs1)=N2 | 6% | 2 | 28 | -2% |
| Cc1cc2n(n1)C(c1cn(-c3ccccc3)nc1C)Nc1ccccc1-2 (stereo unspecified) | 13% | -28 | 20 | -3% |

Next records
ALOX15B inhib	IMPase cell inh	PNC assembly inh	ALOX12 inhib	structure
-1%	-3	-7	-1%	COc1ccc(N2C(=O)C3CCCN3C2=O)cc1 (stereo unspecified)
14%	0	-3	-5%	O=C(CCNc1cc(Cl)cc(Cl)c1)c1ccco1
0%	14	?	-15%	CCOC(=O)CC(=O)CSc1nnc2sc3ccccc3n12
-4%	-5	-14	3%	CCOc1ccc(NS(=O)(=O)CC23CCC(CC2=O)C3(C)C)cc1 (stereo unspecified)
0%	?	18	8%	Cc1ccccc1-c1n[nH]c(=S)o1
-8%	3	?	-1%	COc1ccc(N2CCN(C(=O)CC(NC(N)=O)c3cccc(Oc4ccccc4)c3)CC2)cc1 (stereo unspecified)
.	.	5	-1%	CCOC(=O)c1c(NC(=O)COC(=O)c2cc(OC)c(OC)cc2[N+](=O)[O-])sc(C)c1C
-3%[11.4 µM]	.	.	0%[11.4 µM]	C[N+](C)(N)Cc1csc(-c2ccc(Cl)cc2)n1
.	4	-28	-2%	O=C(Oc1cccc2ccccc12)c1cc(Cl)nc2ccccc12
-22%	3	0	-14%	COc1cccc(CSc2nc3sc(C)c(C)c3c(=O)n2Cc2ccco2)c1
?	?	-17	-12%	CC(=O)Nc1nc(C)c(-c2csc(Nc3ccc(O)cc3)n2)s1
8%	7	?	-23%	C=CCn1c(Cc2nc3ccc(Cl)cc3[nH]2)n[nH]c1=S
-11%	-6	?	3%	CSc1nc(-c2ccco2)nn1C(=O)Cc1ccccc1
-27%	-4	-8	-5%	CCOc1ccc(S(=O)(=O)Nc2cc(Cl)ccc2O)cc1
.	.	11	-1%	C/C(=N\NC(=O)c1ccc(CSc2cccc3cccnc23)cc1)C1CCCCC1
-2%	-1	23	2%	CCOc1ccccc1N(CC(=O)O)S(=O)(=O)c1ccc(C)cc1
1%[11.4 µM]	-3[1.84 µM]	30	-2%	CCCCc1[nH]nc2c1C1(C(=O)N(CC)c3ccccc31)C(C#N)=C(N)O2 (stereo unspecified)
0%	8	?	-2%	CC(=O)Nc1ccc(N2CCCCC2)cc1
-4%	28	116	2%	CNc1nc(Sc2cccc(C(F)(F)F)c2)cc(C(F)(F)F)n1
7%	-5	-10	1%	COc1cc2c3nnc(-c4ccc(F)cc4)c-3cn(Cc3cccc(C)c3)c2cc1OC
6%	-8	-6	-1%	COc1cccc(C2/C(=C(\O)c3c(C)nc4c(C)cccn34)C(=O)C(=O)N2CCCN(C)C)c1 (stereo unspecified)
1%	22	22	0%	Cc1nn(C)c(Oc2ccccc2)c1CCNS(=O)(=O)c1ccc(Cl)cc1
-4%	9	?	1%	C=CCn1c(SCC(=O)NCc2ccco2)nc2sc3c(c2c1=O)CCC3
3%	-7	?	2%	CCOc1ccc(OC(=O)C(CCS(C)(=O)=O)N2C(=O)c3ccccc3C2=O)cc1 (stereo unspecified)
-19%	-19	-21	-4%	Cc1nc2cccc(C(=O)NCc3ccccc3)c2o1
.	5	0	9%	Cn1c(SCC(=O)N2c3ccccc3Sc3ccc(Cl)cc32)nnc1-c1ccco1
.	3	11	2%	Cc1nn2c3ccccc3n(C)c2nc1=O
0%	-22	?	-7%	COc1ccc(C2C=C(c3ccc(Br)s3)Nc3ncnn32)cc1OC (stereo unspecified)
-10%	0	?	-26%	CCOC(=O)c1sc(NC(=O)c2sccc2C)cc1C
.	.	56	4%	Cc1[nH]c2ccccc2c1C(=O)CSc1ccc(F)cc1
-4%	-1	1	-9%	Cc1ccc2c(c1)N(Cc1ccc3c(c1)OCO3)C(=O)C(C)O2 (stereo unspecified)
6%	1	-8	3%	CC1CCCC(C)N1C(=O)Nc1cccc(Cl)c1 (stereo unspecified)
4%	-13	?	-7%	Cc1ccc(-c2nnc(SCC(=O)N3CCCc4ccccc43)n2N)cc1
-8%[11.4 µM]	.	.	7%[11.4 µM]	COc1c2c(c3c(c1CCC(=O)O)OC(C)(C)C=C3)OC(C)(C)C=C2
.	.	47	-1%	CCOc1ccc(NC(=O)c2cccnc2Cl)c([N+](=O)[O-])c1

Compound activity: PubChem BioAssay, National Center for Advancing Translational Sciences (NCATS)
